Assay outcomes as filed in PubChem.
CCHFV vOTU inh: CCHFV vOTU protease inhibitors, primary screen, biochemical, Pep-AMC substrate, fluorescence; AID 651958, 2012; inhibition, % at 11.5 µM; 370,000 compounds, 0.55% hits; Crimean-Congo hemorrhagic fever virus L polyprotein viral ovarian tumor (vOTU) protease …; note: 0% = vehicle wells with enzyme and 100% = no enzyme wells
UGM FP inh: M. tuberculosis UGM enzyme inhibitors, primary screen, biochemical, fluorescence polarization, single point; UDP-galactopyranose mutase (Mycobacterium tuberculosis (strain ATCC 25618 / H37Rv)), …; purified UGM, fluorescence polarization probe displacement; inhibition, % at 10 µM; 320,000 compounds, 0.06% hits; AID 504406, 2011; in the data active = inhibition above about 10%, passing the limit was not always enough; inconclusive = no clear call, values can overlap the other calls
Target sequence (P9WIQ1 whole entry, looked up): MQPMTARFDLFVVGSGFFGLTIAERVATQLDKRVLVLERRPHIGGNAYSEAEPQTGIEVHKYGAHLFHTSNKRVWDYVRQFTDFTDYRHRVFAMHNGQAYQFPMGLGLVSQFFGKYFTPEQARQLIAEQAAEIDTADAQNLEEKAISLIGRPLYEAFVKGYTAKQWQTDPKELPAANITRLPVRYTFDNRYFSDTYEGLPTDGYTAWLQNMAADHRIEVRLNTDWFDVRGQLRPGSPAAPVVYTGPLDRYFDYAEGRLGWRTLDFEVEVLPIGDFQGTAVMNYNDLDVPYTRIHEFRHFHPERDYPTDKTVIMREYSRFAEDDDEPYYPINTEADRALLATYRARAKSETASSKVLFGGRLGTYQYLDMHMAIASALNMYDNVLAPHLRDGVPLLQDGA
BoNT A protease: BoNT/A light chain protease inhibitors, primary screen, biochemical, flow cytometry, MLPCN library. Botulinum neurotoxin type A light chain protease (Clostridium botulinum A str. ATCC 3502). multiplex microsphere protease substrate cleavage. inhibition, % at 10 µM. 360,000 compounds, 0.17% hits. AID 588499, 2011; in the data active = inhibition above about 30%; inconclusive = no clear call, values can overlap the other calls; note: plate controls were buffer without enzyme for full effect and enzyme alone for no effect
BoNT-F LC inh: BoNT/F light chain protease inhibitors, primary screen, biochemical, flow cytometry, MLPCN library; Multiplex microsphere protease cleavage assay; 360,000 compounds, 0.22% hits; Botulinum neurotoxin type F light chain protease (Clostridium botulinum); inhibition, % at 10 µM; in the data active = inhibition above about 35%, passing the limit was not always enough; inconclusive = no clear call, values can overlap the other calls; note: plate controls were buffer without enzyme for full effect and enzyme alone for no effect
PrPC TRFRET: inhibitors of human cell surface prion protein PrPC, primary screen, cell-based, TR-FRET; TR-FRET read-out; inhibition, % at 13.8 µM; 370,000 compounds, 0.43% hits; Major prion protein (Homo sapiens), P04156; in the data active = inhibition above about 24%; note: 0% = median of the test wells and 100% = reference compound wells
GDH-TPI counter: GDH-TPI coupling enzyme inhibitors, primary screen, artefact control for M. tuberculosis FBA inhibitor project, biochemical, absorbance, full deck | GDH-TPI coupled enzyme counterscreen, NADH absorbance | inhibition, % at 4.8 µM | 360,000 compounds, 1.2% hits | AID 588335, 2011;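 note: 0% = DMSO wells and 100% = wells lacking the enzyme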
FadD28 FP inh: inhibitors of FadD28 bisubstrate probe binding, primary screen, biochemical, fluorescence polarization, single point. Mycobacterium tuberculosis FadD28 fatty-acid-AMP ligase. inhibition, % at 12.5 µM. 360,000 compounds, 0.22% hits. AID 588549, 2011; in the data active = inhibition above about 8.5%, passing the limit was not always enough; inconclusive = no clear call, values can overlap the other calls
Mtb BioA inh: M. tuberculosis BioA enzyme inhibitors, primary screen, biochemical, plate reader, single point, HTS; purified M. tuberculosis BioA enzyme; 360,000 compounds, 0.096% hits; AID 602481, 2012; 7,8-diaminopelargonic acid synthase BioA (Mycobacterium tuberculosis); inhibition, % at 9.99 µM; in the data active = inhibition above about 40%; inconclusive = no clear call, values can overlap the other calls
Mtb FBA inh: Mtb FBA enzyme inhibitors, primary screen, biochemical, fluorescence, strain H37Rv; Fructose-bisphosphate aldolase (Mycobacterium tuberculosis (strain ATCC 25618 / H37Rv)), …; purified M. tuberculosis FBA, fluorescence read-out; inhibition, % at 1 µM; 360,000 compounds, 2.3% hits; AID 588726, 2011; in the data active = inhibition above about 27%;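 note: 0% = vehicle and 100% = reference inhibitor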
Target sequence (P9WQA3 whole entry, looked up): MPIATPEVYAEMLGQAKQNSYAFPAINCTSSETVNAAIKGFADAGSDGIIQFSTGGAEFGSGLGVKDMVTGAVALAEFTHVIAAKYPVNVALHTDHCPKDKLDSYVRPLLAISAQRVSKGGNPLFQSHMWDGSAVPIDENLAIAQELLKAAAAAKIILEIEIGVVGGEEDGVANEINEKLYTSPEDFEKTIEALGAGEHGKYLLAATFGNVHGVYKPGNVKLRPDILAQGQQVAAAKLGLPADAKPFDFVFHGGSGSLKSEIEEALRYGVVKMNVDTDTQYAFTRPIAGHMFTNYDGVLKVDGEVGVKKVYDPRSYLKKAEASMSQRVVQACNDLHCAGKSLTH
* hit, by the source's call; ? = inconclusive; / = not tested or not shown; & = joins results of further samples. Cut-off read from the data, not from the text of the source, unless noted: active = inhibition above about 30%; inactive = the rest.

Values run as follows: CCHFV vOTU inh, UGM FP inh, BoNT A protease, BoNT-F LC inh, PrPC TRFRET, GDH-TPI counter, FadD28 FP inh, Mtb BioA inh, Mtb FBA inh
CC(C)(C)c1ccc(Cn2nnc3c(=O)[nH]c(C4CCCN(C(=O)c5cccs5)C4)nc32)cc1 (configuration not stated)
  21, 0.6, 1.3, 6, 3, 6, ?, -1.1, -1
COc1ccc(-c2ccnc3c(Br)c(C)nn23)cc1
  2, -1.5, 2.0, 0, -29, 6, -3.8, -0.6, -2
COC(=O)[C@@]1(Cc2ccc(F)cc2)[C@H]2C(CC(=O)C(=O)N3CCCC3)C(=O)C[C@H]2CN1C(=O)c1ccccc1 (some centres not stated)
  2, /, 0.4, -5, -5, /, /, /, /
CC(=O)Nc1ccc(SCC(=O)NCC2(N3CCCCC3)CCCCC2)cc1
  -2, -0.2, 1.8, -30, 2, 3, -3.2, /, -2
COc1ccc(NC(=S)N2CCN(Cc3ccccc3)CC2)c(OC)c1
  1, -1.3, -0.3, -3, 0, 8, -0.2, /, -1
Cc1ccc(S(=O)(=O)N(C)c2nonc2C)cc1
  9, -0.8, 0.8, -1, 6, -5, -3.5, -1.1, 2
O=C(N/N=C/c1cccnc1)C(O)c1ccccc1 (configuration not stated)
  2, 0.7, -0.5, -1, -8, 10, -1.8, 0.9, 0
CCC(C)NCCC(=O)Nc1ccc(Cl)c(S(=O)(=O)Nc2ccc(Cl)cc2)c1 (configuration not stated)
  6, 0.6, -0.5, -6, -17, 0, -1.5, /, 1
CCc1nnc(NC(=O)COc2ccc([N+](=O)[O-])cc2)s1
  6, -0.4, -0.6, -4, 2, 4, -2.3, -0.8, 0
C[C@@H]1CN([C@H](C)CO)C(=O)CCCn2cc(nn2)CO[C@H]1CN(C)C(=O)Nc1ccnc(N2CCOCC2)c1
  5, /, -0.2, -4, 1, -2, -4.8, -0.5&0.0, 0
Cc1cc(C)cc(N(CC(=O)NCc2ccco2)S(=O)(=O)c2ccccc2)c1
  9, -3.0, -3.7, -5, 8, 3, -0.9, 0.6, 2
Cc1ccc(CNC(=O)c2ccc(N3CCC4(CC3)CC(c3ccccc3)=NO4)c(NC(=O)c3ccccc3)c2)cc1
  -4, -2.6, 0.2, -2, -10, 10, -0.4, -1.1, 1
CN(/N=C/c1c[nH]c2ccccc12)c1cnn(-c2ccc(F)c(Cl)c2)c(=O)c1Cl
  -2, 9.1, -1.0, 0, 6, -3, -2.0, -0.1, 1
CN(C)C(/C=C/Nc1ccc(Br)cc1)=C(C#N)C#N
  -11, -1.2, 0.9, 1, -3, -8, -4.3, /, -3
Cc1cc(C)cc(OCC(=O)NC(C)c2ccccc2)c1 (configuration not stated)
  16, 2.1, -3.3, 15, 2, -6, -2.2, -0.1, 0
CNc1cncc(C(=O)O)c1
  -6, 0.5, -0.4, -1, 2, -5, -3.7, /, 20
COC(=O)c1ccc(Cn2nnc3c(=O)[nH]c(C4CCCN(S(=O)(=O)c5ccc(C)cc5)C4)nc32)cc1 (configuration not stated)
  -6, 0.4, 0.3, 6, 1, -9, -1.9, -0.9, 1
Cc1ccc(NC(=O)COC(=O)c2ccc(F)cc2Cl)c(Br)c1
  -4, -1.6, -0.6, -1, 3, 10, 1.3, -0.2, -2
CCn1cc(C(=O)O)c(=O)c2cc(F)c(N3CCN(C(=S)NC(=O)c4ccc(Br)cc4)CC3)cc21
  -6, 3.0, -0.9, -5, 4, 5, -0.6, -0.2, 9
CCN(c1ccccc1)S(=O)(=O)c1ccc(OC)c(NC(=O)CNCCc2ccccc2)c1
  12, -4.3, -1.7, -19, 7, -3, -1.7, 0.7, -1
O=C(c1ccc(F)cc1Cl)N1CCC2(CC1)OCCO2
  -9, 1.4, 2.0, ?, -5, 8, -2.0, -1.3, 0
COc1ccccc1C(=O)Nc1ccc2c(c1)nc(CN1CCCCC1)n2C
  -4, -2.2, 0.0, -7, 0, -2, -6.9, 0.3, 1
COCCNC(=O)/C(C#N)=C/c1c(N2CC(C)OC(C)C2)nc2ccccn2c1=O (configuration not stated)
  -42, 1.4, 0.9, 5, -14, 4, -4.5, 1.0, 6
CC(Oc1ccc(Br)cc1)C(=O)N1CCN(c2ccccn2)CC1 (configuration not stated)
  14, 0.4, -0.2, -6, -1, -11, -2.3, 5.6, 5
COc1ccc([N+](=O)[O-])cc1C1NN=C(c2cccc3ccccc23)S1 (configuration not stated)
  -7, -0.5, 0.0, 3, -4, 1, -3.1, /, 1
COc1ccc(CCNC(=O)Cn2nc(C)c3c(C)n(-c4ccccc4)nc3c2=O)c(OC)c1
  5, 1.6, -1.4, 0, 0, -1, -2.9, -1.2, 0
CCP(=O)(c1cccc([N+](=O)[O-])c1)c1cccc([N+](=O)[O-])c1
  7, -0.6, 0.1, 4, -7, -4, -0.2, /, 0
CC(=O)Nc1nonc1NC(=O)CSc1ncn[nH]1
  -7, 0.1, -5.1, -5, 3, -11, -2.5, /, 5
Cc1c(Cl)cnc(NC(=O)COC(=O)c2cc3c(s2)CCC(C)C3)c1Cl (configuration not stated)
  5, -1.0, 0.7, -2, -3, 10, -2.7, /, 1
O=c1c2ccccc2nc(SCc2ccccc2Cl)n1Cc1ccccc1
  -1, -1.2, -1.6, 0, 1, 6, -4.5, -0.5, 1
COc1cccc(N(C(C)=O)C2=NCCCS2)c1
  -6, -1.0, 0.9, -32, 6, 15, 1.0, -3.2, 2
O=C(c1cc(Br)c(Br)s1)N1CCN(C/C=C/c2ccccc2)CC1
  15, 3.5, -1.3, -6, 2, 5, -0.6, -2.5, 1
Cc1csc(=O)n1CCC(=O)OCC(=O)N(CC(C)C)c1c(N)n(Cc2ccccc2)c(=O)[nH]c1=O
  19, 3.5, 0.5, 8, -1, -8, -3.0, -0.8, 2
CCC/C=C1/CCCOC(C(=O)NCCNCCO)(C(F)(F)F)C1 (configuration not stated)
  14, -0.9, -0.2, 1, 0, 8, -1.6, -0.4, 4
COc1ccc(CS(=O)(=O)CC2(O)CCN(C(=O)c3cccc(C(F)(F)F)c3)CC2)cc1
  0, 0.9, -0.6, 3, 4, -4, 0.4, /, 1
CC(NC(=O)c1ccc(CS(=O)(=O)c2ccc(Cl)cc2)o1)c1ccc2c(c1)OCCO2 (configuration not stated)
  5, -0.4, -1.0, -2, 13, 12, -5.7, 0.5, -3
O=C(NCc1ccccc1F)C1CCCN(C(=O)Nc2ccc(F)cc2)C1 (configuration not stated)
  12, -1.0, -1.2, -2, 13, -4, 0.0, 0.9, -3
O=C(CNC(=O)c1ccco1)OCc1ccc(C(=O)Oc2ccccc2)cc1
  6, 0.4, 0.2, -2, -2, -3, -5.4, -0.7, -3
CC(C)CCNC(=O)CNC(=S)N(Cc1ccccc1)Cc1cccnc1
  7, 1.5, -1.7, -8, 2, 12, -1.4, 0.5, 3
CCOC(=O)CSc1nc(-c2ccccc2)nc2ccccc12
  5, -0.7, 3.8, 3, 105*, 15, -0.8, -0.6, 1

In another format: results already given
SMILES,CCHFV vOTU inh,UGM FP inh,BoNT A protease,BoNT-F LC inh,PrPC TRFRET,GDH-TPI counter,FadD28 FP inh,Mtb BioA inh,Mtb FBA inh
CC(C)CCNC(=O)CNC(=S)N(Cc1ccccc1)Cc1cccnc1,7,1.5,-1.7,-8,2,12,-1.4,0.5,3
Cc1csc(=O)n1CCC(=O)OCC(=O)N(CC(C)C)c1c(N)n(Cc2ccccc2)c(=O)[nH]c1=O,19,3.5,0.5,8,-1,-8,-3.0,-0.8,2

(list continues)
Values run as follows: CCHFV vOTU inh, UGM FP inh, BoNT A protease, BoNT-F LC inh, PrPC TRFRET, GDH-TPI counter, FadD28 FP inh, Mtb BioA inh, Mtb FBA inh
CN1CCN(CCCNC(=O)CCc2nnc3n(Cc4ccccc4Cl)c(=O)c4ccccc4n23)CC1
  6, -1.2, 1.0, -2, -2, 9, -2.4, -0.5, 5
CCOc1ccc(NS(=O)(=O)c2ccc(NS(=O)(=O)c3ccc(SC)cc3)cc2)cc1
  10, 4.8, -0.1, 5, -3, 4, 0.1, 2.2, -1
Fc1cccc(Cc2c(-c3ccccc3)nc3ccc(Cl)cn23)c1
  6, /, 3.3, 3, 6, /, -4.1, -4.2, 2
CC(C)CNC(=O)C(=O)NNC(=O)c1ccco1
  -4, 1.3, 0.1, 2, 4, -5, -4.4, /, -2
Cc1ccccc1NC(=O)Cn1cc(C(=O)C2CC2)c2ccccc21
  -3, 2.4, -3.8, -9, -2, 2, 2.6, -1.3, -2
CCOc1nc(Nc2cc(Cl)ccc2OC)nc(OCC)n1
  -2, -0.8, -0.6, -4, -2, 8, -0.5, -2.1, -1
CC(=O)N(c1ccc(Cl)cc1)c1c[nH]c2ccccc12
  -20, 0.5, 1.9, 17, 5, 15, -1.0, /, 1
CSc1oc(-c2cccs2)nc1S(=O)(=O)c1ccccc1
  9, -2.9, -0.1, -1, 4, 23, 0.1, -2.7, 4
COC(=O)c1ccc(Oc2nc3ccccc3n3c(C)nnc23)cc1
  3, -2.7, 0.6, 0, 1, 5, 0.0, /, 1
C#CCN(C[C@@H]1[C@@H](OC(=O)NCc2ccccc2F)[C@@H](OC(=O)NCc2ccccc2F)CN(C(=O)OC(C)C)N1C(=O)OC(C)C)S(=O)(=O)c1ccc(C)cc1
  18, /, 0.5, 1, 6, 8, -3.5, -1.4, -3
O=C(/C=C/c1ccc([N+](=O)[O-])cc1)OCC(=O)N1CCOCC1
  5, 2.4, -0.6, -2, -24, 18, /, -1.5, 1
CN1CC(c2ccccc2)C2(COc3ccccc3C2=O)C12C(=O)Nc1ccccc12 (configuration not stated)
  4, -1.8, -0.4, -3, 6, 13, -1.6, 1.1, -1
CS(=O)(=O)c1cccc(NC(=O)C2CC2)c1
  -7, 3.2, -0.5, -4, 2, -5, -3.5, /, 0
O=C(CSc1ccc(Cl)cc1)Nc1ccccc1
  6, /, -0.1, -3, 6, 12, -2.3, -1.6, 5
OC[C@@H]1CCCN1Cc1cn(-c2ccccc2)nc1-c1ccc2c(c1)OCO2
  2, 3.7, -0.5, 0, -9, 23, -2.3, 3.6, 29*
Cc1cccn2c(=O)nc(SCC(=O)NCCc3ccccc3)nc12
  8, 0.3, 1.2, ?, -6, 8, -0.9, /, 5
Cc1cccc(C(=O)Nc2ccccc2C(=O)OCc2c(C)noc2C)c1
  -10, -0.5, 0.4, -2, 2, 1, -3.4, 0.6, 0
CCCn1cc(S(=O)(=O)c2ccc(F)cc2)c(=O)c2cc(OCC)ccc21
  -2, 2.2, -0.3, -1, 2, 7, 0.6, -2.0, 2
CN1CCN(C=Nc2nc3ccccc3nc2N2CCCC2)CC1
  -11, 3.1, 4.6, 0, -5, 3, 0.9, -0.1, 8
CN1CCN(c2cc(-c3ccccc3)nc3cc(-c4ccc(F)cc4)nn23)CC1
  -3, -1.1, 1.5, -2, -12, 3, -1.3, /, 26
COc1ccc(S(=O)(=O)CCC(=O)Nc2cc(C)ccc2OC)cc1
  11, 2.2, 1.3, -5, -1, 7, -2.4, /, -6
Cn1nc([N+](=O)[O-])nc1Oc1ccccc1
  4, /, -0.2, -3, -18, 6, -0.3, -1.4, 3
COc1ccc(C)cc1NC(=O)c1ccc(CN2CCc3ccccc3C2)cc1
  -4, 3.6, /, /, 1, 3, -1.9, -0.5, 3
COc1ccc(NC(=O)c2c3c(nc4ccccc24)CCN(Cc2ccccc2)C3)c(OC)c1
  -14, -4.2, 0.6, -17, 6, 2, -2.6, -0.6, -1
CC/C(=C/c1sc2ccccc2[n+]1CC)SC
  -4, -2.0, 3.9, -19, -2, 23, 1.4, /, 1
C=CCc1ccccc1OCC(=O)O
  15, 0.1, -0.8, -7, 1, -10, -2.1, /, 4
